Shn3 inh set2: inhibitors of Schnurri-3 3'UTR reporter in osteoblasts. Clone20 osteoblast Shn3 3'UTR firefly luciferase, 24 h. inhibition, % at 12.5 µM. 0.52% of 360,000 active. AID 588674;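 active = mean inhibition of at least 75% with every replicate also reaching 75%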;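 note: 0% = median of neutral control wells and 100% = pilot-screen positive control compound; some compounds past the cut are filed as inactive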
HTR2A ag: mouse HTR2A agonism via beta-arrestin recruitment; P35363; CHO-K1 mHTR2A beta-arrestin complementation, luminescence; percent of 30 µM serotonin response; activation, % at 7.6 µM; 0.66% of 360,000 active; AID 624169;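 active = activation above a run cutoff, the mean activation of all tested compounds plus 3 SD, cut at about 14% in these data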;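 note: 0% = plate median of compound wells and 100% = 30 µM serotonin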
hiPSC survival: increases survival of single human iPS cells. 0.044% of 360,000 active. hiPSC single-cell survival, ATPlite luminescence; 100% = ROCK inhibitor wells, 0% = DMSO. survival enhancement, % at 20 µM; in the data active = survival enhancement above about 18%;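 note: cells exposed to compounds for 16 hours before the ATP read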
CaV13 ICDI inh: Primary screen for inhibitors of IQ motif and Ca2+-dependent inactivation inhibitor domain binding in CACNA1D, Förster resonance energy transfer in living cells, …. HEK cells, CFP/YFP FRET ICDI-IQ, plate reader, 10 min; percent FRET-ratio fall versus neutral wells. inhibition, % at 12.3 µM. 0.098% of 340,000 active. AID 743397;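 active = mean replicate inhibition of at least 30% and at least 1% of replicates passing that level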;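 note: 0% = median of the neutral control wells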
NR2E3 ag-1: activates human photoreceptor nuclear receptor NR2E3 | inhibition of corepressor binding, % at 4.78 µM | GST-NR2E3/biotin-RetCOR TR-FRET, 1536-well | Q9Y5X4 | AID 2300 | 0.12% of 320,000 active;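 active = percent inhibition above the cutoff of mean plus 3 SD of all tested compounds, set per screening campaign, cut at about 20% in these data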;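 note: 0% = DMSO wells and 100% = biotin wells as full block of FRET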
Target sequence (Q9Y5X4 whole entry, looked up): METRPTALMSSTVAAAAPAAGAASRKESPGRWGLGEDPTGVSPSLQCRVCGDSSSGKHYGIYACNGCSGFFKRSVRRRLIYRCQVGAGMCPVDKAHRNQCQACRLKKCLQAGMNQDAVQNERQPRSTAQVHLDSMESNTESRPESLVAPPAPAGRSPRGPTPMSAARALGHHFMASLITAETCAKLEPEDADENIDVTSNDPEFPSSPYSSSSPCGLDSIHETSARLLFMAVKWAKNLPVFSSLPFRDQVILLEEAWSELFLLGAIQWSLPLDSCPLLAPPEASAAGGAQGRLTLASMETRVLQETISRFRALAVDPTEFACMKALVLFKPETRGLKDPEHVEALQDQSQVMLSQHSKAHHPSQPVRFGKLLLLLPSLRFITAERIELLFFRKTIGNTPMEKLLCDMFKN
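Test system: GST-NR2E3 and biotin-RetCOR proteins | Quantity: 1.35 nM GST-tagged NR2E3 final | Medium: Tris pH 7.5 | Also added: 7 nM biotin-RetCOR | Dosing: Compound at 4.8 µM, single dose | Timing: 5 h at 4 °C | Detection: Time-resolved FRET | Read-out basis: Percent inhibition | Benchmarks: Biotin wells as high control, 0.6% DMSO wells as low control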
NR2E3 ag-2: human photoreceptor-specific nuclear receptor agonism; Q9Y5X4; CHO-S Gal4-NCOR/VP16-NR2E3 two-hybrid, luciferase; inhibition of corepressor binding, % at 3.98 µM; 0.35% of 360,000 active; AID 602229;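 active = inhibition above the mean of all tested compounds plus 3 SD, cut at about 70% in these data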;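 note: 0% = DMSO with NR2E3 transfected cells and 100% = cells lacking NR2E3 construct; higher means lower luciferase signal from less NR2E3 corepressor binding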
PDI turbidity: PDI (human) enzyme inhibition; P07237; PDI insulin aggregation turbidity, A650, 90 min; inhibition, % at 10 µM; 0.052% of 350,000 active;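 active = mean inhibition across replicates of 30% or more, whatever share of single replicates reach that level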;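 note: absorbance from insulin aggregation driven by PDI reduction with DTT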
Target sequence (P07237 whole entry, looked up): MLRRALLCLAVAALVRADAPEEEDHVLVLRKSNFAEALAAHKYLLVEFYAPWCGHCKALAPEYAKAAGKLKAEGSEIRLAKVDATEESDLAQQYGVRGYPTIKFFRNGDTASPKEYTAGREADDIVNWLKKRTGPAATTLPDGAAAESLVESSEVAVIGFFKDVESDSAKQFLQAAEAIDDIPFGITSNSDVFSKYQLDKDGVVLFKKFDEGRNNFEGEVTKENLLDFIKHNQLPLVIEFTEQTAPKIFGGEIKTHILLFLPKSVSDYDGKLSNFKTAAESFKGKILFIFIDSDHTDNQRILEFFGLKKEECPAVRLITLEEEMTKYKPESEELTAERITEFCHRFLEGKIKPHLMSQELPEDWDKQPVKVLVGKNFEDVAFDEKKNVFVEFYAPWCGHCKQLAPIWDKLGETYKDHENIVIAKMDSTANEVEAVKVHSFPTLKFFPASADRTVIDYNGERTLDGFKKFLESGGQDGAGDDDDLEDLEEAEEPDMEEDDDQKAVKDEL
Peg3 prom inh: Peg3 promoter activity inhibition; 1.7% of 360,000 active; HeLa PEG-Prom luciferase reporter, luminescence, overnight; inhibition, % at 20 µM;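 active = inhibition of at least 50% at 20 µM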
H9c2 protect: modulators protecting cardiomyocytes from myocardial damage; H9c2 cardiomyocytes, H2O2 injury protection, ATPLite, 2 h; protection from H2O2 cell death, % at 20 µM; 0.63% of 360,000 active;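 active = compounds giving at least 50% protection of heart cells from peroxide-induced death in the single-dose screen, raw or plate-pattern-corrected value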;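 note: 0% = DMSO wells with peroxide and 100% = DMSO wells without peroxide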
HIF-2a block: blocks HIF-2a reporter activity; 786-0 RCC cells HIF-2a reporter, luciferase luminescence, overnight; inhibition, % at 18.8 µM; 0.72% of 360,000 active;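 active = inhibition of the luminescence signal of 40% or more relative to plate controls, in a single-dose primary screen at 18.75 µM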
TRPM1 prom inh: MITF TRPM1 promoter inhibition in SK-MEL-5 cells; SK-MEL-5 TRPM1 promoter luciferase, 24 h; inhibition, % at 12.5 µM; 0.83% of 330,000 active; AID 488899;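 active = mean inhibition across replicates of 60% or more, whatever share of single replicates reaches that level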; note: values of inactives mirror those of a sister screen read the other way
Active calls of the source: *; . = not tested or not shown.

SMILES	Shn3 inh set2	HTR2A ag	hiPSC survival	CaV13 ICDI inh	NR2E3 ag-1	NR2E3 ag-2	PDI turbidity	Peg3 prom inh	H9c2 protect	HIF-2a block	TRPM1 prom inh
Cc1ccc(S(=O)(=O)N/N=C(\c2ccccc2)C2CC2)cc1	-7	-3	-0.3	.	0	32	-1	5	-9	12	4
O=C(O)C[C@H]1c2cc(F)ccc2S(=O)(=O)N1C1CCN(Cc2ccccc2)CC1	-11	0	3.0	-10	5	-10	-1	-3	3	3	0
Nc1ccc2c(c1)C(=NO)c1ccccc1-2	-31	-1	-0.4	-6	.	-4	19	-237	-8	-116	-44
CC(C)(C)c1ccc(S(=O)(=O)NCC(=O)Nc2ccc(-c3nc4ccccc4s3)cc2)cc1	-45	-1	-1.7	-2	1	-103	1	-169	-18	-191	-57
COc1ccc(-c2nn(-c3ccccc3)cc2C(=O)Nc2nccs2)cc1	-5	10	-3.0	-4	0	4	-7	40	59*	-10	1
CCn1cc(C(=O)Nc2ccc(OC)c(S(=O)(=O)N3CCCCC3)c2)c(=O)c2ccc(C)nc21	-3	-1	-1.8	-5	1	-1	-8	-1	-5	16	3
COc1cccc(C(=O)N/N=C(/c2ccccc2)c2ccccn2)c1	79	-6	-5.8	-5	0	-28	-4	86*	17	-15	66*
O=C(COc1ccc(S(=O)(=O)NC2CCCCC2)cc1)NC1CCCCC1	2	-7	3.0	-1	2	19	21	6	-4	21	0
N/C(=N\OC(=O)c1ccccc1Cl)c1cccc([N+](=O)[O-])c1	2	15*	-0.7	1	-4	-68	0	-285	-18	-240	-62
CCOC(=O)c1cnc2ccc(OCC)cc2c1NCc1ccccc1	56	1	1.5	-16	3	-19	5	-31	-21	-67	-1
CCCOc1ccc2c3c(c(=O)oc2c1OCCC)CCCC3	4	4	1.5	-1	-1	-61	3	-47	-28	-89	5
CC(Nc1ccc(Br)cn1)c1cc(Cl)ccc1O (stereo not given)	13	-3	-2.7	-3	.	-5	-8	6	-30	5	-2
Cc1ccc2c(c1)N(CC(=O)Nc1ccccc1F)C(=O)CO2	-34	3	-0.4	-20	1	6	-1	0	1	18	-21
Cc1ccc(C)c(NC(=O)COC(=O)c2c(C)nn(-c3ccccc3)c2C)c1	1	0	3.1	-16	-1	-15	-13	4	-2	-27	6
O=C(CNC(=O)c1cccc(F)c1)NC1CC1	5	6	-2.3	-6	.	-6	-3	5	6	-8	9
OCc1cccc[n+]1Cc1ccccc1	12	6	0.7	-20	-3	-6	13	10	4	21	-6
Oc1ccc(N=Nc2ccc3c(c2)OCCO3)c(O)c1	27	-6	-0.5	-2	-1	-46	-2	-104	-17	-139	-9
CC[C@H]1C(=O)[C@@H](Cc2ccccc2)[C@@H]2CCN3C(=O)CCC[C@H]1[C@H]23	-15	2	-2.0	-10	.	-14	-1	-10	9	14	-2
CC(C)c1ccc(NC(=O)C2C3C=CC4(O3)C2C(=O)N(CCCN2CCOCC2)C4C(=O)NC2CCCCC2)cc1 (stereo not given)	-5	-3	-0.7	-3	1	-27	5	-1	-4	-1	-7
CCCN(c1nc(C)cc(OC)n1)S(=O)(=O)c1ccccc1	8	-5	5.1	-8	-1	8	3	15	3	17	-5
CC(C)NC(=O)Cn1nc(C(F)(F)F)c2c1CCC2	-5	0	-2.0	.	-2	4	-1	3	-2	9	4
NNc1nc(Nc2ccc([N+](=O)[O-])cc2)nc(N2CCCCCC2)n1	14	-7	4.2	-2	0	-63	6	0	33	-20	-9
CCN1CCN(c2ncc3c(n2)CC(c2ccc(OC)c(OC)c2)CC3=O)CC1 (stereo not given)	57	0	-1.0	-4	1	3	10	23	6	22	15
Cc1ccccc1NC(=O)Cc1nc(COC(=O)c2cccnc2Cl)cs1	11	0	0.4	-3	3	3	7	6	-1	0	-2
C#Cc1cccc(Nc2nc(NC(C)C)nc3ccsc23)c1	57	-5	-2.7	-12	.	41	-7	39	-22	22	.
O=C(COc1ccc(Cl)cc1Cl)N1CCNC1=O	-47	-6	-0.6	-7	3	-11	-6	-39	3	-41	-23
Cc1ccc(NC(=O)C(C)Sc2nc(-c3ccccc3)cc(=O)[nH]2)cc1 (stereo not given)	-1	-6	0.6	-15	0	-14	-5	18	-2	10	2
COc1ccc(-c2cc(=O)c3ccccc3s2)cc1	-43	-4	-3.9	-7	-1	-83	0	-211	-8	-108	-38
CCN(CC(=O)Nc1c(F)cccc1F)C(=O)c1cccn1C	-6	1	-0.6	-12	.	-1	1	-11	9	-1	.
Cn1c(NC(=O)c2ccc(Cl)cc2)cc(=O)n(C)c1=O	21	6	-2.1	-16	7	-14	2	-2	2	-5	6
COc1ccccc1N(CC(=O)Nc1ccc2c(c1)OCO2)S(=O)(=O)c1ccccc1	-13	2	-0.6	-4	1	-20	3	26	4	20	7
CCc1ccc(-n2nnnc2SCC(=O)NNC(=O)c2ccco2)cc1	3	0	1.4	.	1	16	4	8	-6	10	-5
CCOc1ccc(N2C(=O)CSC2=S)cc1	1	-5	-0.6	-3	2	22	4	12	2	31	-2
COc1ccc(NC(=O)CSCc2ccc(C)cc2)cc1	14	-1	4.8	-4	1	5	-5	3	-5	-22	2
CCOc1cc(N2CCOCC2)c(OCC)cc1NC(=O)CN1CCC(Cc2ccccc2)CC1	13	0	4.2	16	0	3	-8	29	-11	14	2
Cc1ccc(-n2c(=O)c3sccc3n(CC(=O)NC3CCCC3)c2=O)cc1	-18	-2	0.7	-3	4	17	-6	4	-5	12	6
CCOc1cc(C(=O)Nc2cc(C)ccc2C)ccc1OCC(=O)N1CCCCC1	11	1	-1.4	-3	1	18	-33	20	2	19	12
CCOC(=O)c1ccc(S(=O)(=O)N2CCN(C)CC2)cc1	-20	0	-1.3	.	1	9	7	8	-4	3	-2
O=C(CCCCCCCC(=O)N1CCCC1)N1CCCC1	-6	-1	1.1	-7	.	-37	1	0	-2	1	-4
Cc1c(NC(=O)COC(=O)CCc2c[nH]c3ccccc23)c(=O)n(-c2ccccc2)n1C	10	3	0.4	-3	0	0	3	1	-2	15	2
CCCCNCC1CCCO1 (stereo not given)	6	-3	2.2	-19	.	-19	0	15	6	11	-8
CS(=O)(=O)N1CCc2cc(C(=O)N3CCOCC3)ccc21	-7	0	1.8	-2	1	-12	9	10	0	4	5
CCOC(=O)c1nn(-c2ccc3c(c2)OCO3)cc1O	-48	-1	-1.7	.	-6	-128	10	-223	-11	-154	-83
Cc1cc(NC(=O)CN2CCN(C/C=C/c3ccccc3)CC2)c([N+](=O)[O-])cc1C	-7	-8	-1.4	-5	1	-11	5	15	-1	12	7
Cc1noc(C)c1C(=O)OCC(=O)NC(=O)NC12CC3CC(CC(C3)C1)C2	4	4	-0.7	.	-3	-4	4	10	4	5	-8
O=[N+]([O-])c1ccccc1NC1CCN(Cc2ccccc2)CC1	8	-6	-0.5	-4	4	1	14	12	4	14	-1
COc1ccc(OC(=O)/C=C/c2ccc([N+](=O)[O-])cc2)cc1	-2	4	0.0	-3	-3	-16	1	-8	-1	-1	-5
CCN(CC)c1ccc(CNC23CN4CN(CN(C4)C2)C3)cc1	-28	5	-2.8	-8	1	9	5	6	1	14	-12
Cc1nn(-c2ccccc2)nc1-c1nnc(-c2ccc(C(F)(F)F)cc2)o1	14	2	-0.5	2	-1	1	-3	9	2	22	8
C[N+](C)(C)CCCCCC[N+](C)(C)C	0	-2	-0.3	-5	1	-4	-11	-5	15	-2	-2

3 structures already listed, ordered by heavy-atom count, lowest first.
SMILES	Shn3 inh set2	HTR2A ag	hiPSC survival	CaV13 ICDI inh	NR2E3 ag-1	NR2E3 ag-2	PDI turbidity	Peg3 prom inh	H9c2 protect	HIF-2a block	TRPM1 prom inh
CS(=O)(=O)N1CCc2cc(C(=O)N3CCOCC3)ccc21	-7	0	1.8	-2	1	-12	9	10	0	4	5
O=[N+]([O-])c1ccccc1NC1CCN(Cc2ccccc2)CC1	8	-6	-0.5	-4	4	1	14	12	4	14	-1
Cc1noc(C)c1C(=O)OCC(=O)NC(=O)NC12CC3CC(CC(C3)C1)C2	4	4	-0.7	.	-3	-4	4	10	4	5	-8

Next section.
SMILES	Shn3 inh set2	HTR2A ag	hiPSC survival	CaV13 ICDI inh	NR2E3 ag-1	NR2E3 ag-2	PDI turbidity	Peg3 prom inh	H9c2 protect	HIF-2a block	TRPM1 prom inh
O=C(Nc1ccccc1)c1ccc2ccccc2n1	-86	-3	-0.7	0	2	-166	-3	-260	-11	-252	-19
O=C(CCN1CCN(c2ccccc2)CC1)NNC(=O)Cc1ccccc1Cl	11	10	-0.2	-2	2	-4	-10	3	2	19	.
COc1ccc(OC)c(NC(=O)CSc2nnc(-c3ccncc3)s2)c1	8	2	-0.3	-3	1	0	-4	-2	-6	6	-12
COc1cc2c(C(=O)O)c(C)n(CC(C)C)c2c2ccccc12	5	-1	1.8	.	.	-27	19	20	2	21	2
CCc1ccc2oc(-c3ccc(OC)cc3)cc(=Nc3cccc(C(=O)O)c3)c2c1	17	-8	-0.9	-7	-1	-164	-8	-240	-14	-164	-20
CC(C)(C)CNC(=O)C1(C)CCN1C(=O)Cc1ccc(C(C)(C)C)cc1 (stereo not given)	9	1	0.0	-11	.	-2	0	1	-8	13	.
CCCCNC(=O)Cn1nnc(-c2ccccc2)c1COc1ccc(C(C)=O)cc1	-12	2	-0.8	-5	.	-4	-4	-10	-2	7	.
Cc1cnc(C(=O)NC(Cc2ccccc2)c2ccccc2)cn1 (stereo not given)	-4	2	-0.5	-7	3	-2	2	0	5	-6	-19
O=C1/C(=C/c2cccs2)Cc2ccccc21	-1	2	0.3	-7	-4	-1	5	-24	-7	-59	-18
O=C(Nc1cccc(Cl)c1)N1CCCCCC1	-26	1	-0.2	-19	3	-20	-3	-48	-5	-50	-3
COc1ccccc1C(=O)N1CCN(S(=O)(=O)c2ccccc2)CC1	-6	2	3.4	-5	1	-26	-7	14	3	10	-7
O=S(=O)(Nc1cccc(Oc2ccc(Cl)cc2)n1)c1ccc(F)cc1	1	3	-0.5	.	1	5	-1	6	-4	18	-1
CCOc1cc(N2CCOCC2)c(OCC)cc1NC(=O)CN1CCc2ccccc2C1	-5	-13	-0.9	-5	0	-18	-5	4	15	12	-2
CC(Oc1ccc(F)cc1)C(=O)Nc1sc2c(c1C(=O)NCc1cccnc1)CCCC2 (stereo not given)	11	-1	-0.9	.	0	-23	-4	22	16	14	0
CCCn1c(N2CCN(C(=O)N3CCCCC3)CC2)nc2ccccc21	5	2	5.3	-4	1	-3	-1	16	2	21	0
COC(=O)c1c(C)[nH]c(C(=O)/C=C/c2ccccc2Cl)c1C	-110	-2	-0.3	4	1	-99	-2	-173	-11	-353	-54
N#CC1=C(N)Oc2cc(N)ccc2C1c1ccc(Cl)cc1 (stereo not given)	-2	3	-0.3	-5	2	1	-3	25	0	20	4
